RNase H inhibition: RNase H inhibition, HIV 1 Gag Pol polyprotein, FRET biochemical assay, screening (AID 372); HIV-1 RT RNase H, FRET RNA/DNA substrate fluorescence; higher % means a stronger effect; inhibition, % at 10 µM; hits with a dose series show IC50 in µM; 100,000 compounds, 0.77% hits; in the data active means inhibition above about 50%
The depositor's hits bear a star. Some of the compounds tested; the hit share may differ from the screen's.

SMILES | RNase H inhibition
Cc1ccc(C(c2ccc(C)cc2)C2C(=O)c3ccccc3C2=O)cc1 | 2%
COc1ccc(/C=C(/NC(=O)c2ccccc2)C(=O)N/N=C/c2cn(C)c3ccccc23)cc1OC | 18%
COc1ccc(-c2c(C)nn(-c3ccccc3)c2N)cc1OC | 4%
O=C(/C=C/c1cccs1)NC(=S)Nc1ccccc1O | 11%
CC1(C)CC(=O)C=C(NNC(=O)c2ccc(Br)cc2)C1 | 0%
CC1=CC(c2cnc(-c3ccccc3)c(C)c2)CN(C(=O)c2ccccc2)C1c1ccccc1 (stereo not drawn) | 8%
COCCOC(=O)c1c(C)oc2ccc(NS(=O)(=O)c3cc(C)ccc3C)cc12 | 16%
O=S(=O)(Oc1ccccc1)c1cc(Cl)ccc1Cl | 26%
CCC(C)c1ccc(NC(=O)c2cccs2)cc1 (stereo not drawn) | 9%
O=C(CCNS(=O)(=O)c1ccccc1[N+](=O)[O-])N(Cc1ccccc1)Cc1ccccc1 | 2%
COc1ccc(N2C(=O)/C(=C\c3ccsc3)SC2=S)cc1 | 9%
COc1ccc(S(=O)(=O)N2CCC(CN3C(=O)c4cccc5cccc(c45)C3=O)CC2)cc1 | 10%
O=C(Nc1ccc2oc(-c3ccccc3)nc2c1)c1ccc(Br)o1 | 7%
CN1CCN(C(=O)Nc2ccccc2)CC1 | 9%
C=CCn1c(=N)n(CC(=O)OC)c2ccccc21 | 11%
CCOC(=O)CN1C(c2cccc(Cl)c2)=Nc2ccc(Br)cc2C1c1ccccc1 (stereo not drawn) | 17%
COc1ccc(C2C3=C(CCCC3=O)OC3=C2C(=O)CCC3)cc1 | 2%
COc1ccc(COC(=O)C2=C(C)NC3=C(C(=O)CC(C)(C)C3)C2c2coc3ccc(C)cc3c2=O)cc1 (stereo not drawn) | 4%
O=C1C(C=NCCN2CCN(C(=S)Nc3ccccc3)CC2)=C(O)c2ccccc21 | 9%
COc1ccc(C)cc1NC(=O)CN(c1ccc(Cl)c(C(F)(F)F)c1)S(C)(=O)=O | 8%
CCOc1ccc(C(=O)Nc2ccc3c(c2)OCCO3)cc1[N+](=O)[O-] | 9%
COC(=O)CC12CC3CC(C1)CC(CC(=O)OC)(C3)C2 | 16%
Ic1ccccc1OCCOCCN1CCOCC1 | 5%
COc1ccccc1C1CC(c2ccc(Cl)cc2)=NN1c1ccccc1Cl (stereo not drawn) | 14%
COc1ccc(OC)c(S(=O)(=O)N2CCN(c3ccccc3)CC2)c1 | 4%
SMILES | RNase H inhibition
Cc1ccc(-n2c(O)c(C=NC3CCCCC3)c3ccccc3c2=O)cc1 | 16%
CN(C)Cn1c(O)c(N=NC(=O)c2cccnc2)c2cc(Br)ccc21 | 0%
N#Cc1c(Nc2ccc(F)cc2)ccnc1N | 6%
COc1ccc(N(CC(=O)N(C)Cc2ccccc2)S(C)(=O)=O)c(OC)c1 | 5%
Cc1cc2c(cc1C)N(C(=O)CSc1nccn1C)C(C)(C)c1ssc(=S)c1-2 | 22%
O=C(C=C(Cl)Cl)c1cccc([N+](=O)[O-])c1 | 14%
CCc1ccc(/C=C2\SC(=S)N(CCCC(=O)N(CC)Cc3ccccc3)C2=O)cc1 | 46%
O=C(O)c1ccccc1-c1ccc(/C=N/n2cnnc2)o1 | 4%
O=C(NC(=S)Nc1ccc(F)cc1)c1cccs1 | 14%
Cc1ccc(N2CCN(C3=NC(=O)/C(=C/c4ccc(Cl)cc4)S3)CC2)cc1 | 7%
O=C(O)c1ccc(-c2ccc(/C=C3\SC(=S)N(Cc4ccccc4)C3=O)o2)cc1 | 28%
Cc1ccc(C(=O)Nc2cccc(-c3nc4ncccc4o3)c2C)cc1[N+](=O)[O-] | 6%
Cc1cc(C)c2oc(-c3cccc(NC(=O)Cc4ccccc4)c3)nc2c1 | 5%
COc1ccc2c(c1)C(C)=CC(C)(C)N2 | 4%
Cc1ccccc1C(=O)NC(NC(=S)Nc1ccccc1Cl)C(Cl)(Cl)Cl (stereo not drawn) | 13%
COc1ccc(C2C(C(C)=O)=C(Nc3ccc(Br)cc3)CC(C)(O)C2C(C)=O)cc1 (stereo not drawn) | 3%
O=[N+]([O-])c1ccc2nc(-c3ccco3)[nH]c2c1 | 0%
CCOP(=O)(OCC)C(Nc1cccc(C(F)(F)F)c1)c1cc(Cl)cc(Cl)c1OC (stereo not drawn) | 7%
CC1=C(C(=O)OCc2ccccc2)C(c2cccc(Br)c2)C2=C(CCCC2=O)N1 (stereo not drawn) | 19%
CC(=O)CC(=O)NC12CC3CC(CC(C3)C1)C2 | 1%
Cc1ccccc1-n1nnnc1C(c1ccccc1)N(C)Cc1ccc(F)cc1 (stereo not drawn) | 0%
O=C(COc1ccc(Cl)cc1)NNC(=O)c1ccccc1[N+](=O)[O-] | 0%
CCOC(=O)c1conc1-c1ccc(OC)cc1 | 0%
COc1cc(C(=O)Nc2nnc(CC(=O)NCc3ccccc3)s2)cc(OC)c1OC | 9%
COc1nc(NC(C)(C)C)nc(OC)n1 | 4%
SMILES | RNase H inhibition
CCOc1cc(/C=C2/C(=O)N(c3ccccc3)N=C2C)ccc1OCc1ccccc1C#N | 11%
CCc1ccccc1NC(=O)CN(c1ccc(F)cc1)S(=O)(=O)c1ccccc1 | 7%
CCC(=O)NC(=S)Nc1ccc(Cl)c([N+](=O)[O-])c1 | 29%
COc1ccc(C(=O)NCc2ccc(C)cc2)cc1OC | 11%
COc1ccc(/C=N\NC(=O)CNc2ccccc2C)cc1Cl | 12%
COc1ccc(S(=O)(=O)N2CCN(Cc3ccccc3OC)CC2)cc1 | 6%
CN(c1ccc(C(=O)Nc2ccc(OCc3ccccc3)cc2)cc1)S(=O)(=O)c1ccccc1 | 42%
Cc1cccc(N2C(=O)CC(N3CCN(c4ccccc4)CC3)C2=O)c1 (stereo not drawn) | 2%
Cc1ccc(S(=O)(=O)Nc2c(F)c(F)c(F)c(F)c2Cl)cc1 | 0%
Cc1nc2sc3c(c2c(=O)[nH]1)CCC3 | 3%
Cc1ccnc(NC(=O)Cc2ccc(Br)cc2)c1 | 2%
CN(C)c1ccc(/C=C/C(=O)c2cccc([N+](=O)[O-])c2)cc1 | 13%
CC(C)(C)c1ccc(OCCCn2ccnc2)cc1 | 1%
C=CCn1c(=N)n(CC(O)c2ccc(C)cc2)c2ccccc21 (stereo not drawn) | 4%
CCOc1ccc2nc(SCC(=O)c3ccc(Cl)cc3)sc2c1 | 4%
CCOc1ccc2c(c1)-c1c(sn(-c3ccc(C(C)C)cc3)c1=S)C(C)(C)N2 | 21%
CCS(=O)(=O)c1ccc(O)c(NC(=O)COc2ccccc2)c1 | 8%
O=Cc1ccc(OC(=O)c2ccc3c(c2)OCO3)cc1 | 32%
O=C(O)c1cc(-c2ccc(/C=N/Nc3ccc(Cl)c(Cl)c3)o2)ccc1Cl | 33%
O=C1CCC2C(=O)N(Cc3ccccc3)C(=O)C2C1 (stereo not drawn) | 12%
FC(F)(F)c1ccc2nnc(-c3ccc(Br)cc3)n2c1 | 2%
O=C(Nc1ccc(F)c([N+](=O)[O-])c1)c1ccc(Br)o1 | 38%
COc1cccc(-c2nc3cc(NC(=O)c4ccc(Br)o4)ccc3o2)c1 | 17%
CCc1nnc(NC(=O)CN2CCN(c3ccc([N+](=O)[O-])cc3)CC2)s1 | 5%
CC(C)C(C(=O)O)N1C(=O)/C(=C/c2ccc(O)cc2)SC1=S (stereo not drawn) | 8%

Some of the entries so far, as comma-separated lines:
SMILES,RNase H inhibition
CCOc1ccc2nc(SCC(=O)c3ccc(Cl)cc3)sc2c1,4%
CC(C)(C)c1ccc(OCCCn2ccnc2)cc1,1%

Looked up by structure from above:
SMILES | RNase H inhibition
Cc1ccc(S(=O)(=O)Nc2c(F)c(F)c(F)c(F)c2Cl)cc1 | 0%
Cc1ccnc(NC(=O)Cc2ccc(Br)cc2)c1 | 2%
COc1ccc(C(=O)NCc2ccc(C)cc2)cc1OC | 11%

(further entries)
SMILES | RNase H inhibition
Cc1ccc(C(=O)N(Cc2ccccc2)Cc2ccccc2)cc1[N+](=O)[O-] | 0%
CCc1cccc(CC)c1N=Cc1c(O)n(-c2ccccc2C)c(=S)[nH]c1=O | 3%
CC1=NN(c2nc(-c3ccc(Br)cc3)cs2)C(=O)/C1=C\c1ccc2c(c1)OCO2 | 40%
O=C1NNC(=O)C2C3c4ccccc4C(c4ccccc43)C12 (stereo not drawn) | 12%
COc1ccc(S(=O)(=O)N(CC(=O)NCc2ccc(C)cc2)c2ccccc2)cc1 | 15%
CC(C)CC(Nc1c(C(=O)Nc2ccc(Cl)cc2)cc([N+](=O)[O-])cc1[N+](=O)[O-])C(=O)O (stereo not drawn) | 5%
CCCCOc1ccc(-c2c(C#N)c(N)nc(SCc3ccc(Cl)cc3)c2C#N)cc1 | 12%
CC(=O)SCCC(=O)N1CCn2c3c(c4cc(C)ccc42)CCCC31 (stereo not drawn) | 19%
Cc1ccccc1CN1CCN(C(=O)CC(C)C)CC1 | 9%
CCOC(=O)c1c(-c2ccc(OC)cc2)csc1NC(=O)c1ccccc1Br | 11%
Cc1cc2nc3n(c2cc1C)CCN3 | 6%
O=C(CSc1nnnn1-c1ccc(F)cc1F)Nc1ccc2c(c1)OCCO2 | 22%
Cc1ccc(N2C(=O)CC(Sc3nc4ccccc4s3)C2=O)cc1 (stereo not drawn) | 0%
Cc1cc2nc(-c3ccc(Cl)c(NC(=O)/C=C/c4ccco4)c3)oc2cc1C | 19%
O=C(COc1ccccc1[N+](=O)[O-])Nc1ccc2oc(-c3cccc(Cl)c3)nc2c1 | 42%
Cc1cccc(C(C)C)c1NC(=O)COc1ccc(Cl)cc1Cl | 8%
CC(C)(C)c1ccc(OCCOC(=O)Nc2ccccc2)cc1 | 33%
CC(=O)Nc1ccc(-c2ccc(OCc3ccccc3)cc2)cc1 | 3%
CC1(C)CC(=O)C2=C(C1)Nc1ccccc1N(C(=O)c1ccc(Cl)cc1)C2c1ccc(F)cc1 (stereo not drawn) | 15%
CCc1ccc2oc(-c3cc(NC(=O)c4ccc(F)cc4)ccc3O)nc2c1 | 0%
CC(C)(C)c1ccc(OCC(=O)Nc2cccc(NC(=O)c3ccccc3)c2)cc1 | 26%
Cc1ccc(C2Nc3ccc(C(=O)c4ccccc4)cc3NC3=C2C(=O)CCC3)o1 (stereo not drawn) | 5%
CC1=NNC(=O)/C1=C\c1cn(-c2ccccc2)nc1-c1ccc(C)o1 | 21%
CCn1c2ccccc2c2cc(CN3CCN(Cc4cccc(Cl)c4)CC3)ccc21 | 23%
CCCCOC(=O)COc1ccc2c(=O)c(Oc3ccc(OCC)cc3)c(C)oc2c1 | 20%
SMILES | RNase H inhibition
C=CCc1ccc(OCCOCCOc2c(C)cc(C)cc2Br)c(OC)c1 | 9%
O=C(NN=C1CCCCCCC1)c1sc2ccccc2c1Cl | 0%
Cc1ccc(N2C(=O)c3ccc(Oc4cccc(N)c4)cc3C2=O)c(C)c1 | 17%
O=C(c1ccccc1Cl)N1CCN(c2ccccc2)CC1 | 4%
CC(C)(C)NC(=O)C(=O)N/N=C/c1c(Cl)cccc1Cl | 15%
O=c1/c(=C/c2c(Cl)cc(Cl)c(O)c2Cl)sc2nc3ccccc3n12 | 14%
Cc1cc(C)cc(CSCC(=O)Nc2cc(Cl)ccc2Cl)c1 | 5%
O=C(O)CSc1nc2ccc(N3C(=O)C4CCCCC4C3=O)cc2s1 (stereo not drawn) | 1%
C=CCN1C(=O)/C(=C\c2ccc(N(CC)CC)cc2O)SC1=S | 19%
O=C1C(=O)N(CCCn2ccnc2)C(c2cccc([N+](=O)[O-])c2)/C1=C(\O)c1ccc(Cl)cc1 (stereo not drawn) | 5%
CCOc1ccc(/C=N/NC(=O)CSc2nc3ccccc3n2Cc2ccccc2)cc1 | 16%
O=C(COc1cccc(Cl)c1)Nc1ccc2c(c1)OCCO2 | 7%
CC(=O)CSc1nc(-c2ccccc2)c(-c2ccccc2)o1 | 50%*
COc1cc(OC)cc(C(=O)Nc2ccc(F)cc2)c1 | 0%
CC(C)(C)c1ccc(C(=O)NNC(=O)c2cccc(I)c2)cc1 | 10%
O=[N+]([O-])c1cccc(C2Nc3ccc([N+](=O)[O-])cc3C3C=CCC32)c1 (stereo not drawn) | 31%
CCOc1ccc(NC(=O)c2ccc(Br)o2)c([N+](=O)[O-])c1 | 16%
O=C(Oc1ccc2c3c(c(=O)oc2c1)CCC3)C1CCCCC1 | 12%
Cc1cc(C)nc(NS(=O)(=O)c2ccc(N/C=C\C(=O)c3ccc4ccccc4c3)cc2)n1 | 9%
COC(=O)c1cn(C(=O)c2ccc(I)cc2)c2ccccc12 | 27%
O=C(Nc1nnc(SCc2ccccc2Cl)s1)Nc1ccc(Cl)cc1Cl | 43%
CCOC(=O)C1=C(C)N=c2s/c(=C/c3ccc4c(c3)OCO4)c(=O)n2C1c1ccccc1Cl (stereo not drawn) | 6%
CC1(C)CC(C(CC(=O)O)Cc2ccccc2)CCO1 (stereo not drawn) | 8%
CC1CCN(C(=O)c2ccc(N(C)S(=O)(=O)c3ccccc3)cc2)CC1 | 51%*

A draw from above in order of heavy-atom count, smallest number first:
SMILES | RNase H inhibition
N#Cc1c(Nc2ccc(F)cc2)ccnc1N | 6%
CCC(=O)NC(=S)Nc1ccc(Cl)c([N+](=O)[O-])c1 | 29%
CC(C)C(C(=O)O)N1C(=O)/C(=C/c2ccc(O)cc2)SC1=S (stereo not drawn) | 8%
Cc1cccc(C(C)C)c1NC(=O)COc1ccc(Cl)cc1Cl | 8%
O=C(O)CSc1nc2ccc(N3C(=O)C4CCCCC4C3=O)cc2s1 (stereo not drawn) | 1%
COc1cc(C(=O)Nc2nnc(CC(=O)NCc3ccccc3)s2)cc(OC)c1OC | 9%

Bioassay records as filed in PubChem.
